# DT40 TDP1 no CPT – qHTS for Inhibitors of human tyrosyl-DNA phosphodiesterase 1 (TDP1): qHTS in cells in absence of CPT. DT40 Tdp1-/- hTDP1 cells, no CPT, ATP luminescence, 48 h. Potency, µM (doses to about 46.2 µM), inactives show top-dose activity change, negative = growth inhibition, actives largely listed as inhibitors. 15% of 420,000 active. AID 686978, 2013; note: nearly all actives have a fitted effect of over 55% in size
#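 A cellular qHTS used chicken DT40 cells lacking endogenous Tdp1 but carrying stably transfected human TDP1. Compounds were applied without camptothecin, and cell growth kinetics were judged by ATP-dependent luminescence after ≥48 hr.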
# KAT2A inh – blocks human GCN5L2 histone acetyltransferase. Potency, µM (doses to about 58.9 µM), without a hit: at the highest dose activity change, negative = inhibition, actives largely listed as inhibitors. Q92830. GCN5L2 HAT assay, ThioGlo1 CoA-SH fluorescence. 0.21% of 390,000 active
#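 Enzyme at 20nM final was mixed with library compounds for 15 min at room temperature. Peptide H3(1-25) at 75uM, acetyl-CoA at 70uM and ThioGlo1 at 50uM were then added. Plates were read immediately and after 20 min (Ex340nm/Em540nm).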
# TDP1 inh – TDP1 (human) enzyme inhibition; Q9NUW8; recombinant TDP1, AlphaScreen DNA substrate cleavage; Potency, µM (highest dose often 130 µM), for the others: at the top dose activity change, negative = inhibition, most hits filed as inhibitors; 0.28% of 350,000 active; note: nearly all actives have a fitted effect of over 40% in size
# Target sequence (Q9NUW8 whole entry, looked up): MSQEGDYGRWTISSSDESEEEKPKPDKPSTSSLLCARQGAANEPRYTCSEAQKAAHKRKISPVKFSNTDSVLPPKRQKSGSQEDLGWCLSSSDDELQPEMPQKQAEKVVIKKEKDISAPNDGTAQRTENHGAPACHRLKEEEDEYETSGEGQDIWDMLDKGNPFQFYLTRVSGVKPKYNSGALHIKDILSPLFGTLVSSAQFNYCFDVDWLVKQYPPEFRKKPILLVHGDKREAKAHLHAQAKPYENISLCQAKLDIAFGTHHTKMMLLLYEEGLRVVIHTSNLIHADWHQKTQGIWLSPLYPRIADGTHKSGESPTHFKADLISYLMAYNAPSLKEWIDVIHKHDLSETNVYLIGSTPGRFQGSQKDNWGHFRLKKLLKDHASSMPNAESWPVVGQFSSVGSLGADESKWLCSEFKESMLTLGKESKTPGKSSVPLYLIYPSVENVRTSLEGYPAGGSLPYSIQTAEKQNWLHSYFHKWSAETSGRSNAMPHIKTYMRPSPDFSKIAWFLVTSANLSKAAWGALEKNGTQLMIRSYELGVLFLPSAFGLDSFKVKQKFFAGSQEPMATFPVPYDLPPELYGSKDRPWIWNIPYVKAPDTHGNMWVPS
#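 Enzyme-compound mixtures sat 15 min at room temperature, followed by a 5 min reaction with 15 nM final substrate and 10 min with AlphaScreen beads. Recombinant human Tdp1 was used at 1 nM final.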
# Starred values were filed as active, the others as inactive; u = inconclusive; x = not tested or not shown; & = joins results of further samples; [ ] = dose if it differs, or a comment. Calls come from the whole dose curve; as a rule, active = well fitted curve in the direction sought with a large enough effect; inconclusive = small, poorly fitted or top-dose-only effect, or another doubt; inactive = no such curve, though single readings can be large; an effect the other way counts as inactive or inconclusive. % is set by controls: 0 for no effect and ±100 for the full control effect; potency is the fitted concentration of half-maximal effect.
# Results follow in this order: DT40 TDP1 no CPT	TDP1 inh	KAT2A inh
- CC1(OC(=O)CCc2ccccc2)C(=O)C=C2C=C(c3ccc(C#N)cc3)N(C3CCCC3)C=C2C1=O (stereo unspecified)
 : 14.6µM*	6.8%[21 µM]	29.5%
- O=C(CS(=O)CC(=O)Nc1ccccc1-c1ccccc1)Nc1ccc(F)cc1 (stereo unspecified)
 : -26.5%	10.6%	-0.2%
- CC12CCC(C(=O)NCCCN3CCOCC3)(C(Br)C1=O)C2(C)C (stereo unspecified)
 : -16.0%	x	2.9%
- Cc1cc(C)n2c(SCc3ccc(C#N)cc3)nnc2n1
 : -20.3%	4.0%	12.6%
- COc1cccc(NC(=O)c2cc(S(=O)(=O)N3CCc4ccccc43)cn2C)c1
 : -1.2%	x	u
- O=C(Cc1cccs1)N1CCN=C1SCc1ccccc1Cl
 : -22.3%	-3.8%	-7.9%
- CC(=O)NCCn1c(SCc2ccc(C)cc2)nc2ccccc2c1=O
 : 20.6µM*	1.9%	-7.2%
- NC(=O)c1cccnc1OCC(F)(F)F
 : -20.5%	4.7%	0.2%
- CC(C)CC(C(=O)OCC(=O)c1c(N)n(C)c(=O)n(C)c1=O)N1C(=O)c2ccccc2C1=O (stereo unspecified)
 : u	3.4%	-2.8%
- CC12CCC(=O)N1C(C(=O)Nc1ccc(Cl)c(Cl)c1)CS2 (stereo unspecified)
 : -26.2%	-3.2%	-0.5%
- O=C(c1ccccc1[N+](=O)[O-])N1CCC(Cc2ccccc2)CC1
 : u	-2.1%	-7.4%
- O=C(O)C(Cc1c[nH]c2ccccc12)N1C(=O)C2C3c4ccccc4C(c4ccccc43)C2C1=O (stereo unspecified)
 : -18.3%	-2.7%	4.3%
- O=C(Nc1ccc(S(=O)(=O)Nc2nccs2)cc1)C1CC(=O)N(c2ccc(Cl)cc2)C1 (stereo unspecified)
 : -8.3%	x	-0.3%
- CC1CCCC(C)N1C(=O)CN1C(=O)C(C)(C)Oc2ccc(C(=O)NC3CCCCC3)cc21 (stereo unspecified)
 : -13.8%	5.1%	x
- CC(=O)c1ccc(OCc2cc(C(=O)NC3CCCCC3)no2)cc1
 : -0.3%	2.4%	-0.5%
- CCn1c(SCC(=O)N/N=C(\C)c2ccncc2)nnc1-c1ccc(C)cc1
 : u	3.8%	4.1%
- CCC(=O)N(CCCN(C)C)c1nc(-c2cc(OC)ccc2OC)cs1
 : -7.9%	7.9%	-5.7%
- COc1ccc(NC(=O)N2CCNC(=O)C2CC(=O)Nc2ccc(F)cc2)cc1 (stereo unspecified)
 : 2.6%	4.3%	-1.1%
- COc1ccc(S(=O)(=O)Nc2cccc(-c3ccc(N4CCCCC4)nn3)c2)cc1F
 : u	8.9%	-21.7%
- Oc1ccccc1C1Nc2cccc3cccc(c23)N1
 : u	-3.1%	-2.7%
- COc1cc2nc3occc3c(OC)c2cc1OC
 : -22.5%	0.0%	-4.9%
- Cc1ccc(-c2nnc(Nc3ccc(F)cc3)c3ccccc23)cc1S(=O)(=O)NC(C)C
 : 9.2µM*	x	-2.9%
- COc1ccc(N=Nc2ccc3ccccc3c2)c(O)c1
 : u	x	-7.8%
- O=C(Cn1c(=O)n(-c2ccccc2)c(=O)c2ccc(C(=O)NCc3ccc4c(c3)OCO4)cc21)Nc1ccc(Br)cc1F
 : 14.6µM*	-4.7%	-1.2%
- O=C(Cn1c(C(=O)N2CCc3ccccc3C2)cc2sccc21)c1ccccc1
 : u	1.0%	-11.2%
- O=C(Nc1nc(-c2cccc(Br)c2)cs1)Oc1ccccc1
 : -10.9%	2.0%	u
- COc1ccccc1OC(=O)Nc1ccc(Cl)cc1
 : -7.0%	x	24.3%
- Cc1ccc(C(=O)COC(=O)c2ccc(Br)o2)cc1C
 : -24.6%	3.7%	-0.9%
- O=S(=O)(c1ccccc1)c1nnn2c1nc(NCc1ccc(F)cc1)c1sccc12
 : -0.9%	5.1%	-5.2%
- CC1CCC(NC(=O)CN(C)S(=O)(=O)c2ccc3c(c2)CCC(=O)N3)CC1 (stereo unspecified)
 : 6.7%	0.8%	2.9%
- CC(NC(=O)c1ccco1)c1ccc2c(c1)OCO2 (stereo unspecified)
 : 21.7%	1.2%	0.1%
- C[C@@H]1C2CC(C/C2=N\NC(=O)c2ccncc2)C1(C)C (stereo partly specified)
 : 2.0%	1.0%	-3.7%
- CCOCC(=O)Nc1ccc(S(=O)(=O)N2CCOCC2)cc1
 : -3.1%	5.2%	-1.4%
- Cc1ccc(NC(=O)Cn2nc(C)c3ccccc3c2=O)cc1
 : 5.5%	2.0%	-0.5%
- COc1cc(/C=N/O)cc(Br)c1OCc1ccc(Cl)cc1
 : u	0.0%	-3.5%
- CC(C)Oc1ccc(CN2CCC(n3nccc3NC(=O)C3CC3)CC2)cc1
 : 1.7%	1.2%	-17.5%
- COc1ccc(Cl)cc1NS(=O)(=O)c1cn(C)nc1C
 : 9.9%	2.2%	-13.6%
- O=C(Nc1ccncc1)c1cccc(S(=O)(=O)N2CCOCC2)c1
 : u	x	-2.5%
- CCn1c(/C=C/c2ccccc2C)nc2ccccc2c1=O
 : u	-2.8%	-1.6%
- COCCNC(=O)c1c(N)n(/N=C/c2cccs2)c2nc3ccccc3nc12
 : 16.4µM*	2.3%	-4.5%
- COc1ccc(Cl)cc1N1Cc2ccccc2C1
 : -11.1%	-2.3%	-4.2%
- COc1cccc(CNS(=O)(=O)c2ccc3c(c2)CC(C)N3C(C)=O)c1 (stereo unspecified)
 : u	2.3%	-1.9%
- Cc1ccc(NC(=O)CSc2ncc3c(n2)-c2ccc(Cl)cc2N(C)S3(=O)=O)cc1F
 : u	5.3%	-2.2%
- CCc1nnc(SCC(=O)N(CC)c2ccccc2)c2cc3oc(C)cc3n12
 : u	0.0%	3.8%
- O=C1CN(C(=O)c2ccccc2)c2ccccc2N1
 : -1.8%	3.3%	-2.6%

# The list goes on, starting with the last 3 of the part before.
# Results follow in this order: DT40 TDP1 no CPT	TDP1 inh	KAT2A inh
- Cc1ccc(NC(=O)CSc2ncc3c(n2)-c2ccc(Cl)cc2N(C)S3(=O)=O)cc1F
 : u	5.3%	-2.2%
- CCc1nnc(SCC(=O)N(CC)c2ccccc2)c2cc3oc(C)cc3n12
 : u	0.0%	3.8%
- O=C1CN(C(=O)c2ccccc2)c2ccccc2N1
 : -1.8%	3.3%	-2.6%
- COC(=O)c1cccc(NC(=O)CSc2nnnn2C)c1
 : -0.4%	4.2%	0.6%
- Cc1occc(=O)c1OCc1ccc(Cl)cc1Cl
 : 2.6%	x	1.3%
- CC(Cc1ccccc1)(NC(=O)CN)c1ccccc1 (stereo unspecified)
 : -26.8%	0.0%	-1.3%
- COC(=O)c1cc(NC(=O)c2sc3ncn(Cc4cccc(F)c4)c(=O)c3c2C)cc(C(=O)OC)c1
 : u	1.9%	-8.5%
- O=C(Nc1ccccc1)c1ccc(NCC2CCCO2)c([N+](=O)[O-])c1 (stereo unspecified)
 : -4.0%	2.6%	-5.1%
- COc1cc(/C=C/C(=O)OC2CC3CCC2(C)C3(C)C)ccc1O (stereo unspecified)
 : 16.4µM*	x	u
- N/C(=N\O)c1cn(Cc2ccccc2Cl)c2ccccc12
 : u	x	-4.0%
- COC(=O)C(C)n1cnc2c(nnn2-c2ccc(F)cc2)c1=O (stereo unspecified)
 : -4.7%	x	-1.2%
- CC1CCCC(C)N1C(=O)c1cc(-c2ccco2)on1 (stereo unspecified)
 : 1.5%	7.8%	-7.9%
- COc1ccccc1N(CC(=O)NCCSCc1ccco1)S(=O)(=O)c1ccccc1
 : 16.4µM*	x	-3.1%
- COC(=O)CCCC1=CC2=C(c3ccccc3)C(=O)C(C)(OC(=O)C3CCCC3)C(=O)C2=CN1CC(C)C (stereo unspecified)
 : -11.5%	16.7%[12.3 µM]	-22.4%
- CCC1CCCCN1CCCNC(=O)CN1C(=O)COc2ccccc21 (stereo unspecified)
 : 22.0%	3.1%	-2.9%
- NS(=O)(=O)c1cccc(NC(=O)CN2C(=O)C(=O)N(Cc3ccccc3)C2=O)c1
 : 8.9%	0.4%	-1.6%
- CC(C)C(NS(=O)(=O)c1ccc2c3c(cccc13)C(=O)N2)C(=O)O (stereo unspecified)
 : -5.2%	-6.9%	-28.9%
- COc1ccc(F)cc1COc1nc(C)nc2ccccc12
 : 18.4µM*	9.1%	-1.7%
- O=C(COC(=O)c1ccccc1O)Nc1ncc(Cl)cc1Cl
 : 2.6%	x	-18.7%
- COc1ccc(Oc2ccc(/C=C/C(=O)c3cccc(OC)c3)cc2[N+](=O)[O-])cc1
 : 7.31µM*	5.3%	-6.5%
- O=C(NCC(c1ccco1)S(=O)(=O)c1cccs1)c1c(F)cccc1F (stereo unspecified)
 : u	5.2%	-6.6%
- CCNc1c(NS(=O)(=O)c2ccc(Br)s2)c(=O)oc2ccccc12
 : -17.6%	7.6%	-6.1%
- COc1cccc(C(C)NC(=S)NCc2ccc(Cl)cc2)c1 (stereo unspecified)
 : -22.1%	4.3%	-16.0%
- Cc1ccc(S(=O)(=O)N(C)C)cc1NC(=O)COC(=O)C1CCN(S(=O)(=O)c2cccs2)CC1
 : -4.9%	0.7%[0.505 µM]	-4.0%
- Cc1ccccc1C(=O)Nc1cccc(NC(=O)c2ccccc2[N+](=O)[O-])c1
 : -21.6%	x	-13.7%
- O=C(OC(c1ccccc1)c1nccc2ccccc12)c1cccc([N+](=O)[O-])c1 (stereo unspecified)
 : -28.3%	3.4%	-6.5%
- COc1ccc(NC2CCN(C3CC(=O)N(c4ccc(F)c(Cl)c4)C3=O)CC2)cc1 (stereo unspecified)
 : u	8.7%	-5.6%
- NC(=O)c1cc(C(=O)c2cccc(Cl)c2Cl)c[nH]1
 : -23.4%	3.7%	1.3%
- Nc1cc(=O)nc(SCC(=O)Nc2ccc(F)cc2)n1-c1ccc(Cl)cc1
 : -26.8%	4.5%	-0.2%
- COc1cc2nc(CN3CCN(c4ncc(C(F)(F)F)cc4Cl)CC3)[nH]c(=O)c2cc1OC
 : x	-6.7%	-6.9%
- CC(C)[C@H](NC(=O)N1CC(=O)Nc2ccccc21)C(=O)N[C@@H](Cc1ccccc1)C(=O)O
 : -0.1%	x	0.0%
- COc1ccc2ccc(=O)oc2c1CC(O)C(C)(C)O (stereo unspecified)
 : -13.8%	x	-18.8%
- Cc1ccc(CN2CCCn3nc(C(=O)NCC(C)c4ccccc4)cc3C2=O)cc1 (stereo unspecified)
 : 16.4µM*	6.2%	21.5%
- CSc1cccc(CN2CCC(CO)(Cc3ccccc3)CC2)c1
 : u	6.0%	11.7%
- O=C(NN1C(=O)C2C3C=CC(C4CC34)C2C1=O)c1ccc(Cl)c(Cl)c1 (stereo unspecified)
 : u	5.5%	-4.1%
- O=C1c2ccccc2OC2(C=Cc3ccccc3O2)N1Cc1ccccc1 (stereo unspecified)
 : 18.4µM*	0.9%	4.5%
- O=C(CSCc1ccc(F)cc1)NCc1ccc(F)cc1
 : -14.2%&-24.0%	0.0%&2.6%	-3.7%&-8.8%
- COc1ccc(NC(=S)Nc2cc(C(F)(F)F)ccc2F)cc1
 : u	-7.7%	-3.4%
- COc1ccc(NC(C)=O)cc1S(=O)(=O)N1CCN(Cc2cccs2)CC1
 : -32.7%	u	-8.5%
- Oc1c(Br)cc(Br)cc1C=Nc1ccc2c(c1)OCO2
 : -0.1%	8.2%	-9.1%
- CCCCCC(=O)Nc1ccc(C(=O)COC(=O)c2ccccn2)cc1
 : -2.5%	-11.9%[0.505 µM]	-0.9%
- COc1cccc(OCc2cc(C(=O)N3CCC(c4ccncc4)CC3)no2)c1
 : 8.2µM*	4.0%	-0.2%
- CC(C)COP(=O)(c1ccc(N(C)C)cc1)C(O)c1ccccc1F (stereo unspecified)
 : 0.4%	0.0%	-12.3%
- Cc1ccc(C)c(S(=O)(=O)N2CCCOC2CNC(=O)C(=O)NCc2cccnc2)c1 (stereo unspecified)
 : -10.9%	-1.3%	-3.7%
- COc1ccc(C(=O)NC(C)c2cccnc2)cc1S(=O)(=O)N(C)Cc1ccccc1 (stereo unspecified)
 : u	0.6%	0.0%
- Cc1c(OCC(=O)OC(C)(C)C)ccc2c3c(c(=O)oc12)CCC3
 : u	-1.0%	-3.0%
- COc1ccc(CN2CC(C(N)=O)Oc3ccccc32)cc1F (stereo unspecified)
 : -1.6%	-10.1%	-1.0%
- Cc1ccc(-c2nc3c(c(SCc4ccc(Br)cc4)n2)Cc2c(CO)cnc(C)c2O3)cc1
 : -4.7%	-2.6%	0.6%
- CC(=O)c1cccc(NC(=O)N2CCCC2C(=O)NCCc2ccccc2)c1 (stereo unspecified)
 : 0.2%	-2.3%	-2.4%
- CCCCn1c(Oc2cccc(C(=O)OC)c2)nc2c1c(=O)n(C)c(=O)n2C
 : 2.8%	9.3%	0.4%
- O=S1(=O)NC(CC2=CCCCC2)C2CCCCC2O1 (stereo unspecified)
 : -25.2%	x	0.2%

# This is a subset. The share of hits here may be higher or lower than overall.
